OXTR ag: human OXTR agonism; P30559; CHO-OTR cells, Fluo-8 calcium fluorescence; normalized: DMSO 0%, oxytocin 100%; activation, % at 3 µM; 320,000 tested, 0.32% active; AID 2435;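 active means activation above the mean of all tested compounds plus 3 SD, cutoff set per screening run, cut at about 20% in these data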;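 further: peak over basal fluorescence ratio from a 100 s FLIPR kinetic read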
Target sequence (P30559 whole entry, looked up): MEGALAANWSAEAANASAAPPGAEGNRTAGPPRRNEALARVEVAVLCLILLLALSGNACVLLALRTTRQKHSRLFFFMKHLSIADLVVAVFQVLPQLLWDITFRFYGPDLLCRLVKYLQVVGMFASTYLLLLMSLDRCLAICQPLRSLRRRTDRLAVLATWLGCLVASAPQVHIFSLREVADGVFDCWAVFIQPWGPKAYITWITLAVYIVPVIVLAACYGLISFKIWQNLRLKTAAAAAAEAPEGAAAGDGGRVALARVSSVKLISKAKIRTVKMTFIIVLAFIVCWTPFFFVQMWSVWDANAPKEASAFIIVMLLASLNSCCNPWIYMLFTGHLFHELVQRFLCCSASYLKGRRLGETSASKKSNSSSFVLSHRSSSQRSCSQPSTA
MEKK2 mut-MEK5: signal of MEK5 binding to mutant human MEKK2 PB1 domain | bead flow cytometry, Alexa488-MEK5 binding to MEKK2 mutant | percent response, % at 10 µM | 290,000 tested, 0.35% active | AID 1530; in the data active means percent response above about 24%, passing the limit was not always enough; further: inactives centre near 1; some results filed as inactive read as strong as hits; reference of the scale not given here
GPR7 antag: human neuropeptides B/W receptor 1 antagonism. 290,000 tested, 1.1% active. inhibition, % at 4.4 µM. P48145. GPR7-expressing cells, fluorescence antagonist assay. AID 1861; in the data active means inhibition above about 16%, passing the limit was not always enough;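 further: cells stimulated with the agonist NPW; 0% = agonist with vehicle and 100% = vehicle without agonist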
Target sequence (P48145 whole entry, looked up): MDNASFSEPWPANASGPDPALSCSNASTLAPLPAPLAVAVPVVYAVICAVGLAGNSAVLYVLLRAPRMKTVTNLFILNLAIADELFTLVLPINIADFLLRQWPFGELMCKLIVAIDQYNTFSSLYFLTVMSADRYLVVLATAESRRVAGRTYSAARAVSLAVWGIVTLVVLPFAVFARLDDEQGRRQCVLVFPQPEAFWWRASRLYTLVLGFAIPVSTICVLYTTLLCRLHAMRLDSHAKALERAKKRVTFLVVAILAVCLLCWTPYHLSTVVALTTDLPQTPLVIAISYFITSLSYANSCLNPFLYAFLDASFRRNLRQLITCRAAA
NALP1 yeast inh: inhibitors of NALP1 inflammasome in yeast. S. cerevisiae NALP1/ASC/caspase-1 growth, X-gal OD620, 72 h. inhibition, % at 10 µM. 280,000 tested, 0.61% active; in the data active means inhibition mostly above about 24%, no sharp cut-off; inactive means mostly below about 32%; further: some compounds called inactive have numbers as strong as hits
MEKK3 PB1 HTS: raises or lowers MEK5 binding to the human MEKK3 PB1 domain. Q99759. bead-based flow cytometry, Alexa488-MEK5 binding to MEKK3; actives lie on both sides; 0 = blocked by unlabeled MEK5, 100 = vehicle. binding response (% of control), % at 10 µM. 290,000 tested, 1.4% active. AID 1529;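 active means binding response more than 3 SD above or below the average of its plate-row segment, actives on both sides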;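 further: Alexa488 bead fluorescence after subtracting the streptavidin-only scavenger bead signal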
M18AAP inhibitor: PfM18AAP enzyme inhibition. inhibition, % at 7.35 µM. 290,000 tested, 1.2% active. recombinant PfM18AAP, H-Glu-NHMec fluorogenic cleavage;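 active means inhibition above the campaign mean inhibition over all tested compounds plus 3 SD, cut at about 28% in these data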;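 further: 0% = plate median of test compound wells and 100% = 2 mM ZnCl2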
PHOSPHO1 inh: blocks human PHOSPHO1 phosphatase activity; recombinant PHOSPHO1, absorbance phosphatase assay; inhibition, % at 13.3 µM; 290,000 tested, 1.1% active; AID 1565; in the data active means inhibition above about 60%
Target sequence (Q8TCT1 whole entry, looked up): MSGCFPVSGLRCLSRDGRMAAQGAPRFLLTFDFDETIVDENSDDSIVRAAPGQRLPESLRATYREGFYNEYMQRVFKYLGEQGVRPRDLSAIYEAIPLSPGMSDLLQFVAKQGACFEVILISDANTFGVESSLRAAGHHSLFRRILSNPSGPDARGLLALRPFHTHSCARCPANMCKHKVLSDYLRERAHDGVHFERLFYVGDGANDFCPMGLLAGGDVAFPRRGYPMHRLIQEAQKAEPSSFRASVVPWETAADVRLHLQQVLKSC
DNA FID counter: displaces DNA intercalator in HCV helicase counter-screen; DNA fluorescent intercalator displacement, fluorescence; inhibition, % at 7.9 µM; 290,000 tested, 0.17% active; AID 1845; in the data active means inhibition above about 37%;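 further: 0% = vehicle and 100% = reference compound; higher means more ethidium bromide displaced from hairpin DNA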
MEKK2wt PB1 HTS: raises or lowers MEK5 binding to wildtype human MEKK2 PB1 domain | bead flow cytometry, Alexa488-MEK5 binding to MEKK2 WT; actives lie on both sides | Q9Y2U5 | 290,000 tested, 1.1% active | binding response (% of control), % at 10 µM; in the data active means binding response below about 67% or above about 130%
* marks the source's active call; other numbers are inactive results; / = not tested or not shown; [ ] = remark or other dose. This is a random part of the collection; 6.2% or so of the library scored in one or more.

SMILES	OXTR ag	MEKK2 mut-MEK5	GPR7 antag	NALP1 yeast inh	MEKK3 PB1 HTS	M18AAP inhibitor	PHOSPHO1 inh	DNA FID counter	MEKK2wt PB1 HTS
O=Cc1ccc(OCc2cccc(C(F)(F)F)c2)cc1O	-1.9	-7	-12	13	105	0	40	10	100
CCOc1ccc(NC(=O)c2cc3ccccc3cc2O)cc1	-0.7	7	-6	8	111	2	15	-9	105
CC(=O)Nc1ccc(S(=O)(=O)Nc2nnc(CC(C)(C)C)s2)cc1	1.0	0	-9	-13	118	-12	-6	-19	110
COc1ccc(CCn2c(Br)nc3c2c(=O)[nH]c(=O)n3C)cc1	2.0	-6	20	4	90	-5	12	1	95
CCOC(=O)c1c(C)n(C)c2cc(OCCN(CC)CC)ccc12	-0.1	5	-13	5	103	1	-40	5	105
Cc1nnc2c(NC3CCCC3)nc3ccccc3n12	-1.8	-1	-15	12	98	-1	34	-23	97
COc1ccccc1-n1c(C)nc2cc(C(=O)NCCN3CCOCC3)ccc21	0.4	-7	-5	-3	96	1	-10	5	89
CCC(=O)Nc1ccc2c(c1)ncn2C	-0.8	-5	3	12	75*[inhibitor]	-1	19	4	81
O=C(Cn1ccc2ccccc2c1=O)N1CCN(c2cccc(Cl)c2)CC1	2.2	5	-15	11	100	4	-26	-9	101
Cc1cccc(Nc2ccc([N+](=O)[O-])cn2)c1	/	-3	-1	13	100	4	30	5	99
CCOC(=O)C1CCN(C(C)=C2C(=O)c3ccccc3C2=O)CC1	-1.2	4	-7	28	105	-3	15	-4	113
Cc1cc(C)cc(NC(=O)CSc2nncn2-c2ccccn2)c1	-1.3	-6	-1	6	92	-19	45	-12	95
O=C(c1cccc(Br)c1)N1CCN(C2=NS(=O)(=O)c3ccccc32)CC1	-0.1	-1	-23	4	99	-7	18	-10	99
COC(=O)c1ccccc1NC1c2ccccc2C(=O)N1c1cccnc1 (configuration not stated)	-0.7	9	1	38	109	-6	-26	-22	114
Cc1nnc(NC(=O)c2ccc(S(=O)(=O)N3CCOCC3)cc2)s1	-0.1	1	-18	-1	98	-2	32	-2	97
CC(=O)NC1Sc2ccccc2N=C1c1ccccc1 (configuration not stated)	-0.4	-5	-1	-1	97	7	-23	0	95
Cc1cccc(CNC(=O)CCCn2nc(C)c3c(C)n(-c4ccccc4)nc3c2=O)c1	-1.5	0	-7	4	96	-6	12	-42	95
O=C(O)c1ccccc1C(=O)Nc1ccccn1	1.7	-6	-4	26	85	10	14	5	89
O=C(CSc1nnc(CCCN2C(=O)c3cccc4cccc(c34)C2=O)n1-c1ccccc1)NCCCO	-1.3	-6	0	4	82	3	-9	-39	69
COc1ccc(C2=NOC(C(=O)NCCCN3CCOCC3)C2)cc1 (configuration not stated)	0.7	-1	-2	6	104	-3	10	1	101

Arranged by formula weight (ascending): part of the list above.
SMILES	OXTR ag	MEKK2 mut-MEK5	GPR7 antag	NALP1 yeast inh	MEKK3 PB1 HTS	M18AAP inhibitor	PHOSPHO1 inh	DNA FID counter	MEKK2wt PB1 HTS
CCOc1ccc(NC(=O)c2cc3ccccc3cc2O)cc1	-0.7	7	-6	8	111	2	15	-9	105
COc1ccc(C2=NOC(C(=O)NCCCN3CCOCC3)C2)cc1 (configuration not stated)	0.7	-1	-2	6	104	-3	10	1	101
O=C(CSc1nnc(CCCN2C(=O)c3cccc4cccc(c34)C2=O)n1-c1ccccc1)NCCCO	-1.3	-6	0	4	82	3	-9	-39	69

Continuation.
SMILES	OXTR ag	MEKK2 mut-MEK5	GPR7 antag	NALP1 yeast inh	MEKK3 PB1 HTS	M18AAP inhibitor	PHOSPHO1 inh	DNA FID counter	MEKK2wt PB1 HTS
CCNc1nc(NCc2ccccc2)nc(Oc2ccc(=O)[nH]n2)n1	-1.1	3	-17	-26	101	0	2	-8	101
O=C(COC(=O)CCCNC(=O)c1ccc(Cl)cc1)Nc1ccc(Br)cc1	3.1	-5	-6	18	96	-9	7	-4	97
Cc1nn(-c2ccccc2)c(N)c1N=Nc1ccc2ccccc2c1	0.1	-2	-6	27	94	6	0	-6	95
CN1C2C=C3C(C#N)=C(N)C(C#N)(C#N)[C@@H](c4cccs4)C3C1CC2 (some centres not stated)	0.8	12	-14	29	102	9	-18	-3	103
N/C(=N\OC(=O)c1ccc2ccccc2c1)c1ccccc1Cl	-0.4	5	4	26	101	2	29	-13	103
Cc1ccc(CNC(=O)C23CN(Cc4ccccc4)CC2C(c2ccc([N+](=O)[O-])cc2)=NO3)cc1 (configuration not stated)	-0.7	1	5	-11	101	-25	21	4	102
Cc1ccc(S(=O)(=O)CC(=O)Nc2ccc3nc(C)sc3c2)cc1	-1.2	-2	-4	1	97	2	43	-13	99
O=C1c2ccccc2C(=O)N1CCN1CCc2ccccc21	-2.2	4	13	4	106	-5	-5	-1	95
Fc1ccc(CNC(=S)NC2CCCCCC2)cc1	-0.5	-2	0	8	100	-7	51	-3	97
CCn1c(SCC(=O)N/N=C(/C)c2ccncc2)nc2ccccc21	-0.4	2	2	13	103	-4	28	-31	99
c1ccc(CSc2nnc(-c3cccnc3)o2)cc1	-0.6	2	-2	6	112	2	-48	-8	103
CCOC(=O)COc1ccc2c(C)cc(=O)oc2c1C(=O)c1ccccc1	-1.8	-11	-1	8	95	-3	-26	-12	96
CC1=CSC2=NC(C(F)(F)F)(C(F)(F)F)NC(=O)N12	1.5	1	-17	-8	107	-3	23	-8	101
O=C(O)C1CCN(C(=O)COc2ccc3c4c(c(=O)oc3c2)CCCC4)CC1	1.2	-2	8	15	95	-18	-2	-28	98
NNC(=S)NCc1ccc2c(c1)OCO2	-1.8	7	2	105*	109	6	-16	-3	109
COc1cccc(CN2CCN(Cc3cccc4nonc34)CC2CCO)c1 (configuration not stated)	1.4	-3	3	-3	101	-3	3	1	101
CCOC(=O)CN(C(=O)COc1nc(-c2ccccc2)cc(C)c1C#N)c1ccc(F)cc1	-2.1	-12	-1	18	78	-11	6	0	74
CN1CCN(C(=O)c2ccc3nc(-c4ccccc4)c(-c4ccccc4)nc3c2)CC1	1.4	-6	-1	-8	98	-1	-11	14	100
COc1ccc(S(=O)(=O)Nc2cc3[nH]c(=O)oc3cc2C)cc1	0.6	1	19	-4	95	13	20	-1	100
COC(=O)c1cc(C(=O)Nc2nc3ccccc3[nH]2)cc([N+](=O)[O-])c1	0.9	-6	-25	1	101	5	24	-8	103
Cc1cc(=O)oc2cc(NC(=O)C3CCCC3)ccc12	0.3	1	2	3	104	4	15	-2	104
CCCOc1ccc([N+](=O)[O-])cc1C1NC(=S)NC(c2ccccc2)=C1C(=O)OCC (configuration not stated)	-2.2	0	-1	-2	96	-1	-9	-3	90
Cc1ccc(N=Cc2c(O)[nH]c3ccccc23)c([N+](=O)[O-])c1	-0.9	6	-1	15	104	-15	7	6	109
CCNC(=S)/C(=C(/[O-])c1ccc([N+](=O)[O-])cc1)[n+]1ccccc1	0.6	3	6	3	103	5	-50	0	103
CC(C)c1ccc(NC(=O)C(c2ccc3c(c2)OCO3)N2CCN(C(=O)c3ccco3)CC2)cc1 (configuration not stated)	2.5	0	-13	8	99	4	-18	-26	99
COc1ccc(C(O)c2nc3ccccc3n2C(C)C)cc1 (configuration not stated)	1.5	-1	-8	/	96	-2	20	-17	99
CCN(CC)S(=O)(=O)c1cc(NC(=O)C(=O)c2c(-c3ccccc3)cc3ccccn23)ccc1C	-0.5	-9	5	14	103	-17	0	-18	94
Cc1ccc(C(=O)N2C3C=CC(C3)C2(C(F)(F)F)C(F)(F)F)cc1 (configuration not stated)	-1.8	0	-6	-1	96	-3	0	-4	99
CCOc1ccc(/C=N/NC(=S)Nc2c(C)cccc2C)cc1	-1.7	2	-3	29	98	2	-5	-2	95
Cc1cc(S(=O)(=O)N2CCCC2)ccc1OCC(=O)N1CCC(C(N)=O)CC1	-0.2	-13	-4	-7	92	-11	6	-6	91
CCCCCn1c(CCNC(=O)CCC)nc2ccccc21	-1.4	14	2	19	112	-7	-6	-12	116
CC(C)c1ccc(C(=O)NNC(=O)C2C3CCC(C3)C2C(=O)O)cc1 (configuration not stated)	0.4	8	14	-6	102	0	26	-19	109
CCn1c(COc2ccc(=O)n(-c3ccccc3)n2)n[nH]c1=S	-0.9	4	-4	-18	129*	17	-31	-6	117
Fc1ccccc1CSc1nc2ccccc2[nH]1	1.1	/	-3	16	/	10	22	-2	/
CCCc1c(O)nc(SCCN(CC)CC)[nH]c1=O	0.5	2	12	16	111	5	28	2	111
CC(=O)c1ccc(COC(=O)Cc2ccc([N+](=O)[O-])cc2)cc1	-1.1	5	30*	-1	103	-17	/	-5	103
COc1cccc(N2CCN(CC(=O)NCc3ccccc3)CC2)c1	-0.5	7	-16	-7	98	5	-167	-19	103
CC(C(=O)N1CCN(Cc2ccc3c(c2)OCO3)CC1)c1ccc([N+](=O)[O-])cc1 (configuration not stated)	7.2	1	27*	-2	105	7	38	-5	107
COC(=O)c1ccc(Cn2c(CN3CCOCC3)nc3ccccc3c2=O)o1	-0.6	1	6	-5	98	-1	24	-11	104
CC1CCN(S(=O)(=O)c2ccc3c(c2)CCN3C(=O)CCC(=O)O)CC1	-0.4	-2	-11	10	95	6	-106	-22	92
O=C(c1ccco1)N1CCN(Cc2ccccc2F)CC1	0.6	14	0	2	94	-2	8	1	111
CCOCc1nnc(NC(=O)CCS(=O)(=O)Cc2ccccc2)s1	0.2	-7	-9	28	98	-1	20	-4	98

Structures shown so far containing a nitro group on carbon:
SMILES	OXTR ag	MEKK2 mut-MEK5	GPR7 antag	NALP1 yeast inh	MEKK3 PB1 HTS	M18AAP inhibitor	PHOSPHO1 inh	DNA FID counter	MEKK2wt PB1 HTS
Cc1cccc(Nc2ccc([N+](=O)[O-])cn2)c1	/	-3	-1	13	100	4	30	5	99
Cc1ccc(CNC(=O)C23CN(Cc4ccccc4)CC2C(c2ccc([N+](=O)[O-])cc2)=NO3)cc1 (configuration not stated)	-0.7	1	5	-11	101	-25	21	4	102
COC(=O)c1cc(C(=O)Nc2nc3ccccc3[nH]2)cc([N+](=O)[O-])c1	0.9	-6	-25	1	101	5	24	-8	103
CCCOc1ccc([N+](=O)[O-])cc1C1NC(=S)NC(c2ccccc2)=C1C(=O)OCC (configuration not stated)	-2.2	0	-1	-2	96	-1	-9	-3	90
Cc1ccc(N=Cc2c(O)[nH]c3ccccc23)c([N+](=O)[O-])c1	-0.9	6	-1	15	104	-15	7	6	109
CCNC(=S)/C(=C(/[O-])c1ccc([N+](=O)[O-])cc1)[n+]1ccccc1	0.6	3	6	3	103	5	-50	0	103
CC(=O)c1ccc(COC(=O)Cc2ccc([N+](=O)[O-])cc2)cc1	-1.1	5	30*	-1	103	-17	/	-5	103
CC(C(=O)N1CCN(Cc2ccc3c(c2)OCO3)CC1)c1ccc([N+](=O)[O-])cc1 (configuration not stated)	7.2	1	27*	-2	105	7	38	-5	107
